From PubChem
mouse EphA4 binding: inhibitors of EphA4 binding to KYL peptide, primary screen, biochemical, colorimetric, mouse EphA4 (AID 689); EphA4-AP binding to KYL peptide, pNPP A405; higher % means a stronger effect; inhibition, % at 10 µM, or IC50 in µM where a hit was titrated; actives 0.1% (n = 62,000); Ephrin type-A receptor 4 (Mus musculus); in the data active = a potency from the dose series; inactive = the rest, 99 in 100 with inhibition below about 22%
An asterisk follows results filed as active.

Structure	mouse EphA4 binding
CCOC(=O)c1c(C)[nH]c(C(=O)CSc2nnc(-c3cccs3)n2Cc2ccccc2)c1C	-21%
CCOc1ccc(C(=O)Nc2cc3nn(-c4ccc(OC)cc4)nc3cc2C)cc1	7%
CC(C)OP(=O)(OC(C)C)C1(O)C(=O)Nc2ccc(Br)cc21 (configuration not stated)	-7%
O=C(CSc1nc2ccccc2s1)NNC(=S)Nc1ccc(Br)cc1	-2%
COc1ccccc1NS(=O)(=O)c1cc(C(=O)NCCN2CCOCC2)ccc1Cl	-1%
C/C(N)=C(/C#N)C(=O)CSc1nnnn1-c1ccc(C)cc1	-7%
O=c1c2cccc3c2c(nn1CN1CCOCC1)-c1ccccc1-3	2%
C/C(=C\C(=O)c1cccnc1)Nc1ccc(C)c(C)c1	-11%
COc1ccccc1-n1cnc2cc(NCc3ccccn3)ccc21	-9%
CCOc1ccc(-n2c(C)nc3cc(C(=O)NCc4ccco4)ccc32)cc1	-13%
CC1CCCN(C(=O)C2CCN(S(=O)(=O)c3cccc4cccnc34)CC2)C1 (configuration not stated)	-2%
O=C(/C=N/O)Nc1ccc(F)cc1	-9%
Cc1ccc(/C=N/n2c(C)nnc2C)s1	3%
O=C(NC1CC2CCCC(C1)N2S(=O)(=O)c1ccccc1)c1ccco1 (configuration not stated)	-3%
Cc1cccc(NC(=S)NNC(=O)c2csc3c2CCCC3)c1	-18%
O=C(CSc1nnc(-c2ccccc2)n1Cc1ccco1)Nc1ccc(S(=O)(=O)N2CCCC2)cc1	-14%
O=C(Nc1ccc(N2CCCCC2)c(Cl)c1)c1cccnc1	-13%
COC(=O)c1ccc(C2c3c(oc4ccc(F)cc4c3=O)C(=O)N2CCO)cc1 (configuration not stated)	-2%
Cc1oc(-c2ccccc2)nc1CS(=O)CC(=O)N1CCc2ccccc2C1 (configuration not stated)	0%
CCOc1ncccc1C(=O)Nc1cccc(C(=O)Nc2cccc(S(=O)(=O)CCO)c2)c1	-13%

Rewritten with the structure last: entries from further up.
| mouse EphA4 binding | mol |
| --- | --- |
| -9% | COc1ccccc1-n1cnc2cc(NCc3ccccn3)ccc21 |
| -2% | CC1CCCN(C(=O)C2CCN(S(=O)(=O)c3cccc4cccnc34)CC2)C1 (configuration not stated) |
| -18% | Cc1cccc(NC(=S)NNC(=O)c2csc3c2CCCC3)c1 |
| -13% | O=C(Nc1ccc(N2CCCCC2)c(Cl)c1)c1cccnc1 |

New compounds follow
Structure	mouse EphA4 binding
Cc1cc(C(=O)N2CCC(Cc3ccccc3)CC2)ccc1[N+](=O)[O-]	-11%
O=C(CSc1nnc(-c2ccccc2O)o1)Oc1ccc(OCc2ccccc2)cc1	-16%
CCCN1C(=O)/C(=C2\SC(N3CCCCC3)=NC2=O)c2ccccc21	-10%
O=C(COc1ccccc1)N1CCN(c2ccccc2)CC1	-5%
COC(=O)c1[nH]c2cccc(C)c2c1NC(=O)CN1CCN(c2ccccc2OC)CC1	4%
CC(=O)Nc1ccc(S(=O)(=O)N2CCSC2c2ccc(C)cc2)cc1 (configuration not stated)	-7%
NC(=O)CNC(=O)[C@@H]1CC2(CC(c3cccc(Br)c3)=NO2)CN1C(=O)c1ccc(Br)cc1 (some centres not stated)	-15%
O=C1OCCC1Sc1nnc(-c2ccc(O)cc2)o1 (configuration not stated)	8%
C=CCOc1c(I)cc(/C=C2/C(=O)NC(=O)N(c3ccc(OC)cc3)C2=O)cc1OC	17%
Cc1ccc(-c2csc3ncnc(NCCN4CCOCC4)c23)cc1	2%
CCOC(=O)N1CCN(C(=O)CC(C(=O)N2CCc3ccccc32)n2ccnc2)CC1 (configuration not stated)	19%
CC(Sc1nnc(-c2ccc(Cl)cc2Cl)n1Cc1ccccc1)C(=O)Nc1nccs1 (configuration not stated)	1%
COc1ccc(C(=O)NC(=S)NCCO)cc1Br	-4%
O=c1[nH]c2cc3c(cc2cc1CN(Cc1nnnn1CC1CCCO1)C1CCCC1)OCO3 (configuration not stated)	-4%
CCCC(=O)C1=C(O)C(C(=O)OC)C(C)(C)CC1=N (configuration not stated)	-17%
Cc1ccc(C)c(N2CCN(C(=O)c3ccc4nc(-c5ccco5)c(-c5ccco5)nc4c3)CC2)c1	30%
COc1cc2oc(=O)c(Br)c(C)c2c(OC)c1OC	-10%
CN1C(=O)C(CC(=O)Nc2ccc(F)cc2)N(CCCc2ccccc2)C1=S (configuration not stated)	-8%
CC1CCN(Cn2cnn(CN3CCC(C)CC3)c2=S)CC1	-13%
CC1=CC(C)=Nc2ccccc2N1	-2%
COc1ccc(-c2nnc(/C=C/c3ccccc3)o2)cc1	-3%
Cc1nnc(SCCn2c(N3CCCCCC3)nc3c2c(=O)[nH]c(=O)n3C)s1	0%
Cc1ccc(-c2nc3ncccc3o2)cc1NC(=O)c1cc2ccccc2o1	0%
Cc1ccccc1NC(=O)COc1nsnc1N1CCOCC1	-10%
COc1ccc(CN(CCN2CCOCC2)C(=O)c2c(F)cccc2F)cc1OC	5%
Cc1oc2c(CN(C)C)c(O)ccc2c(=O)c1-c1cscn1	-11%
CN(N)C(=S)NCc1ccccc1	1%
Cc1ccc(N(C(=O)c2csnn2)C(C(=O)NC(C)(C)C)c2cccs2)cc1 (configuration not stated)	-10%
O=C(c1cccs1)N1CCN(c2ncccn2)CC1	-16%
CCN1CCCC1CNC(=O)c1cn(C)c2ccc(S(=O)(=O)N3CCCCCC3)cc2c1=O (configuration not stated)	-4%
NC(=O)COC(=O)CNC(=O)c1ccc(Cl)cc1	-2%
COc1ccc(C2N(c3cc(C)on3)C(=O)C3CCCN32)cc1OC (configuration not stated)	-6%
c1cnc(Nc2nc(-c3cccnc3)cs2)nc1	10%
COc1ccc2c(=O)c3c(=O)n(Cc4ccco4)c(C4CCCCC4)nc3oc2c1	-27%
Cc1cc(C)c(S(=O)(=O)Nc2cc(Br)c(O)c3ccccc23)c(C)c1	5%
Cc1ccc(NC2=C(N3CCCCC3)C(=O)c3ccccc3C2=O)cc1	20%
CCCCN1C(=O)CC(Sc2ccccc2C(=O)O)C1=O (configuration not stated)	-16%
CCOCCCn1c(C)nc2c(c1=O)c1nc3ccccc3nc1n2-c1ccc(C)cc1	0%
COc1ccc(NC(=O)OC(CN2CCCCC2)C(F)(F)F)cc1 (configuration not stated)	0%
CC(C)(C)C1CCc2c(C(=O)N/N=C/c3cccs3)csc2C1 (configuration not stated)	-6%
Cc1ccc(S(=O)(=O)N2CCCC2C(=O)Nc2cc(C)on2)cc1 (configuration not stated)	-2%
O=C(c1cccc(S(=O)(=O)N2CCOCC2)c1)N1CCOCC1	-9%
COc1cccc2cc(C(=O)N3CCN(c4ccccc4F)CC3)c(=O)oc12	1%
CC(=O)c1ccc(-c2nc3c4ccccc4ccn3c2C(C)=O)o1	-12%
CN1CCc2c(sc(/N=C/c3ccco3)c2C(N)=O)C1	9%
Cc1cc2nn(-c3ccccc3)nc2cc1N	8%
Cc1ccc(C2C(C#N)C(C#N)N3CCCN23)cc1 (configuration not stated)	-8%
Cc1ccc(S(=O)(=O)c2ccc(Oc3ccccc3)cc2)cc1	-10%
N#Cc1nc(COc2ccccc2)oc1N1CCCCC1	4%
COc1ccc(C)cc1NC(=O)Nc1ccc(Br)cn1	3%
OCCNc1nc(NCCC2=CCCCC2)nc(N2CCOCC2)n1	-11%
O=S(=O)(c1cccc2nsnc12)N1CCOCC1	0%
CCC(=O)Nc1c2c(nn1-c1ccc(C)cc1C)CSC2	-16%
CCN(Cc1ccccc1)Cc1c(F)cccc1F	0%
COc1ccccc1Oc1coc2cc(O)ccc2c1=O	-11%
CS(=O)(=O)N(CC(=O)O)c1ccccc1F	4%
CCc1ccc2[nH]c(=O)c(CN(CCN(CC)CC)C(=O)NC3CCCCC3)cc2c1	-2%
COc1ccc(C(=O)Nc2ccc(Cl)cc2C)cc1OC	-8%
O=C1Nc2ccccc2N=C(c2ccccc2)C1N1CCOCC1 (configuration not stated)	2%
CC(=O)NC1=NC(=O)/C(=C/c2cc(Cl)ccc2OCc2c(F)cccc2Cl)S1	-1%

Fetched one by one from the entries so far:
Structure	mouse EphA4 binding
CCC(=O)Nc1c2c(nn1-c1ccc(C)cc1C)CSC2	-16%
CCN(Cc1ccccc1)Cc1c(F)cccc1F	0%
OCCNc1nc(NCCC2=CCCCC2)nc(N2CCOCC2)n1	-11%
CS(=O)(=O)N(CC(=O)O)c1ccccc1F	4%
CC(=O)c1ccc(-c2nc3c4ccccc4ccn3c2C(C)=O)o1	-12%
COc1ccccc1Oc1coc2cc(O)ccc2c1=O	-11%
N#Cc1nc(COc2ccccc2)oc1N1CCCCC1	4%

The list goes on.
Structure	mouse EphA4 binding
O=C(Nc1ccc2c(c1)OCO2)C1CCN(C(=O)c2cccs2)CC1	-5%
COc1ccc(C(=O)Nc2ccc3c(c2)nc2n3CCSC2)cc1	-4%
CCC(=Nc1ccc(Cc2ccncc2)cc1)c1c(O)n(C)c(=O)n(C)c1=O	-8%
CC1=CC(C)(C)N(C(=O)CSc2ncn[nH]2)c2ccccc21	-5%
COC(=O)C1=C(C)N(c2ccccc2)/C(=C/c2cccs2)C1=O	-9%
O=[N+]([O-])c1cc(Cl)cc(C2=NCCN2)c1	3%
CC(c1ccccc1)N1CC(C(=O)N2CCN(c3ccccc3)CC2)CC1=O (configuration not stated)	1%
CCCOC(=O)c1cc(=O)[nH]c2ccccc12	1%
CCn1c(C(=O)N2CCC(C(=O)NCc3cccs3)CC2)cc2sccc21	-4%
CC(=O)CC(=O)Nc1cccc([N+](=O)[O-])c1	5%
O=C(Nc1cccc2ccccc12)c1cc(Br)ccc1Cl	24%
O=C1NCC(O)=C1C=NCCc1ccc(O)cc1	-4%
Cc1ccc(S(=O)(=O)Nc2cc(Cl)ccc2Cl)c(C)c1	-7%
O=C(NC(=S)Nc1ccc(NC(=O)c2ccc(Cl)cc2Cl)cc1)c1ccccc1	4%
COc1ccc(C2CC(=O)CC(=O)C2n2cncn2)cc1 (configuration not stated)	0%
CCOC(=O)N1CCC(NC(=O)C2CCCN(S(=O)(=O)c3cccc4nsnc34)C2)CC1 (configuration not stated)	-11%
CC(=O)NC1C(=O)SC1(C)C (configuration not stated)	1%
O/N=C/c1cn(-c2ccccc2)nc1-c1ccccc1	12%
C/C(CC1(O)C(=O)Nc2ccccc21)=N\O (configuration not stated)	-8%
Cc1ccc(S(=O)(=O)N(C)Cc2nc(-c3ccc(Br)cc3)no2)cc1	12%
Cc1nc2cc(S(N)(=O)=O)ccc2n1-c1ccccc1	2%
c1ccc(C2CC(c3ccccc3)n3ncnc3N2)cc1 (configuration not stated)	-2%
CCC(=O)OCCn1c(Br)nc2c1c(=O)[nH]c(=O)n2C	-30%
O=[N+]([O-])c1ccc(N2CCN(S(=O)(=O)c3ccccc3)CC2)cc1NCCOc1ccccc1	-9%
O=S(=O)(c1ccc(SCCO)nc1)N1CCCC1	3%
CCOC(=O)N1CCC(N2Cc3cccc(C(=O)NC(C)c4ccc5c(c4)OCCO5)c3C2=O)CC1 (configuration not stated)	4%
O=C(CCN1CCCCCC1)Nc1cccc(Cl)c1	-4%
Cc1ccc(-n2nc(C(=O)O)nc2-c2ccccc2)cc1	6%
CN1CCN(c2ccc([N+](=O)[O-])c(NC(c3ccccc3)c3ccccc3)c2)CC1	-22%
CCOC(=O)CCC(=O)NCc1ccc2c(c1)cc(C)n2C	-30%
O=C(c1ccccc1)c1ccc(N2CCOCC2)c([N+](=O)[O-])c1	6%
Cn1nc(-c2ccccc2)c(COC(=O)c2cccc(Cl)c2)c1S(=O)(=O)c1ccccc1	-4%
CC1CCCCN1C(=O)C1CC(c2ccc(F)cc2)=NO1 (configuration not stated)	-8%
CCS(=O)(=O)N1CCC(c2nc(-c3ccc(C(F)(F)F)cc3)no2)CC1	-3%
Cc1cccc(C)c1NC(=O)c1ccc(-n2cnnn2)cc1	-31%
Cc1ccc2c(c1)nnn2C1CCN(CC(=O)Nc2ccc3c(c2)OCCO3)CC1	-12%
CCN1C(=O)/C(=C2\SC(N3CCCCC3)=NC2=O)c2ccccc21	0%
COc1ccc(N/C(=N/S(=O)(=O)c2ccccc2)c2ccccc2)cc1	-7%
CCOC(=O)Nc1ccc(C)cc1C	0%
O=C(COc1ccc(Cl)cc1Cl)N(Cc1ccco1)C1CCS(=O)(=O)C1 (configuration not stated)	-15%
COCCN(CC(=O)NCc1ccccc1)C(=O)CCC(=O)Nc1nccs1	-18%
CCOC(=O)c1csc(NC(=O)c2ccc(OC)c(OC)c2)n1	-2%
COc1ccccc1N1CCN(Cc2nc(N)nc(Nc3ccccc3)n2)CC1	-4%
CC1(C)Cc2ccccc2-c2nc(NCCCO)n(-c3ccccc3)c(=O)c21	-8%
CCn1cc(C(=O)N2CCN(c3cccc(Cl)c3)CC2)c2cc(OC)c(OC)cc2c1=O	-2%
COC(=O)c1cc(CC(=O)c2ccc(O)cc2O)c(C)o1	-3%
Cc1ccc(C)c(S(=O)(=O)n2ccnc2C(C)C)c1	-5%
CC(C)CCn1c(Oc2ccccc2Cl)nc2c1c(=O)n(C)c(=O)n2C	0%
Nn1c(SCC(=O)NC(=O)NCc2ccccc2)nnc1C1CC1	4%
Cc1ccc(C(=O)Nc2cccc(N(C)S(C)(=O)=O)c2)cc1S(=O)(=O)Nc1ccccc1	-2%

Not all compounds are listed; count on the stated rates, not on these rows.
